Compound activity (PubChem)
AHR act: AHR activators, primary screen, cell-based, luminescence, luciferase reporter, human. activation, % at 5 µM. AID 2796, 2010. hit rate 2.5% among 320,000. Aryl hydrocarbon receptor (Homo sapiens), P35869. AHR-responsive luciferase reporter cells; in the data active = activation above about 47%;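 note: 0% = vehicle wells and 100% = reference agonist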
RPL19A TOR yeast: RPL19A-GFP expression modulators in yeast, primary screen, cell-based, S. cerevisiae, multiplex flow cytometry, MLPCN. S. cerevisiae RPL19A-GFP strain, 3 h; stronger effect = lower value. percent response vs DMSO, % at 10 µM. hit rate 0.3% among 330,000;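 active = percent response vs DMSO below 50%; inconclusive = fewer than 70 events counted for the yeast strain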;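 note: median channel GFP fluorescence of the barcoded RPL19A-GFP strain; ratio of sample median GFP to plate DMSO average so 100% = DMSO; lower means less RPL19A-GFP as with rapamycin TOR inhibition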
proCasp7 act: procaspase-7 activators, primary screen, counter-screen for procaspase-3 activator project, biochemical, absorbance, HTS, human | activation, % at 8.5 µM | recombinant procaspase-7, Ac-DEVD-pNA absorbance 405 nm; D23A/D198A/D206A triple mutant, cannot self-cleave; scale: DMSO 0, 5 µM enzyme 100 | Caspase-7 (Homo sapiens), P55210 | hit rate 0.093% among 330,000;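 active = percent activation above the screen-wide mean plus 3 SD, cut at about 25% in these data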
Target sequence (P55210 whole entry D23A/D198A/D206A): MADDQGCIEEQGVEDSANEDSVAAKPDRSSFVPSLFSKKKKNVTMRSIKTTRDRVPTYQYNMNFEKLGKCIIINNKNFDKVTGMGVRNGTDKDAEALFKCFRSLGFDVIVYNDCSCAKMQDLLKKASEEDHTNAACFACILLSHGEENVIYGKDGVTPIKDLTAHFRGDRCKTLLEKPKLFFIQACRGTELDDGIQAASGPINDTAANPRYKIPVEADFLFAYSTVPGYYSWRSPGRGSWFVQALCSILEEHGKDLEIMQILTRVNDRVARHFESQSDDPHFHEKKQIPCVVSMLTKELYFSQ
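Assay system: Uncleavable procaspase-7 mutant enzyme; Input: 2 µM procaspase-7 mutant as dispensed; Also added: DEVD-pNA substrate; Medium: Zinc-free HEPES pH 7.4 with 300 mM NaCl, 0.01% Triton X-100; Timing: 1 h compound preincubation, 2 h substrate cleavage, 25 °C; Measured by: Epi-absorbance of released pNA at 405 nm, two timepoints.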
MEP2-GFP yeast: modulators of MEP2-GFP levels in yeast, primary screen, S. cerevisiae, multiplex flow cytometry, MLPCN library. S. cerevisiae MEP2-GFP strain, 3 h; 100% = DMSO control level. GFP response vs DMSO, % at 10 µM. hit rate 0.51% among 330,000;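 active = GFP response versus DMSO above a set limit, roughly screen mean plus 3 SD, cut at about 180% in these data; inconclusive = fewer than 70 cells counted for a yeast strain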;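 note: median GFP fluorescence of the barcode-gated MEP2-GFP cells per well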
JMJD2C inh: inhibitors of GASC-1 histone demethylase, primary screen, biochemical, fluorescence, DELFIA europium; Lysine-specific demethylase 4C (Homo sapiens), Q9H3R0; GST-JMJD2C(1-420) H3K9me3 demethylation; inhibition, % at 2.35 µM; hit rate 0.069% among 330,000;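 active = more than half of a compound's replicate wells show inhibition beyond 50%, single wells judged on their own value; inconclusive = some, but no more than half, of replicates pass 50% inhibition; inactive = no replicate passes 50% inhibition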;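 note: signal counts dimethyl H3K9 product captured on neutravidin plate; 0% = median of DMSO wells and 100% = 0.3 times that DMSO median; strong numbers were not always called active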
Target sequence (Q9H3R0 1-420 limits assumed): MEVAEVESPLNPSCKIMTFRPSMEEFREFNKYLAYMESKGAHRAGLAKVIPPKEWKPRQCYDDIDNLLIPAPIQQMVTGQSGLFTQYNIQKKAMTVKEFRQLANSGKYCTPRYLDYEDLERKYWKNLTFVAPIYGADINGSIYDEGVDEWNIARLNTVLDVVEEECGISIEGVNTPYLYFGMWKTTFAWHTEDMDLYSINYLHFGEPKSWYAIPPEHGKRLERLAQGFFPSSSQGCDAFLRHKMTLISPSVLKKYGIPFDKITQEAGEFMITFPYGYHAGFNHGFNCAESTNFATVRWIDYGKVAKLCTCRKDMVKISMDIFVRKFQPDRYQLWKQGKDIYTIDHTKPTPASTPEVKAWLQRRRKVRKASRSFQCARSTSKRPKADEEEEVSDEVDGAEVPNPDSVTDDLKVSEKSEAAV
CR mimetic SO: reduction of superoxide in aged yeast, primary screen, HTS; S. cerevisiae aged cells, superoxide DHE fluorescence; stronger effect = lower value; superoxide response (% of plate mean), % at 10 µM; hit rate 0.18% among 330,000; AID 2690, 2010;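 active = superoxide response under a set limit, about three screen SD below normal, cut at about 65% in these data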;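 note: yeast aged for seven days with compound at 30 °C before DHE staining; 100% = average MFI of all compound-treated wells on the plate with controls excluded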
proCasp3 act: activators of human procaspase-3 D3A mutant, primary screen, biochemical, absorbance, PC-3 D3A mutant, single concentration | Caspase-3 (Homo sapiens), P42574 | recombinant procaspase-3 D3A, Ac-DEVD-pNA absorbance 405 nm | AID 463141, 2010 | activation, % at 8.5 µM | hit rate 0.11% among 330,000;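 active = activation above the mean of all tested compounds plus 3 SD, cut at about 21% in these data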;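 note: 0% = DMSO alone and 100% = DMSO wells spiked with extra 5 µM PC-3 D3A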
Target sequence (P42574 whole entry D9A/D28A/D175A): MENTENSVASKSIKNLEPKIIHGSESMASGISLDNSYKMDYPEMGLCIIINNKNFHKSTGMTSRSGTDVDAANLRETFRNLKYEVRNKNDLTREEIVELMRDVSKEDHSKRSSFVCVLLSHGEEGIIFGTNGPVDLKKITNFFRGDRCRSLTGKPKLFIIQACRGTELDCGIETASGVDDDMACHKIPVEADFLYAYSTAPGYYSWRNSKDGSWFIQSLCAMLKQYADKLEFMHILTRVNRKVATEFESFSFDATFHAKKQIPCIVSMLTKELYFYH
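Assay system: Procaspase-3 D3A mutant, all three cleavage aspartates alanine. Buffer or medium: Zinc-free HEPES saline buffer with Triton X-100. Times: 1 h compound preincubation, 2 h substrate hydrolysis at 25 °C. Measured by: 405 nm absorbance of p-nitroaniline, reads at 0 and 120 min. Read-out basis: percent activation relative to control range. Replicates: singlicate.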
LAP4-GFP MLPCN: modulators of LAP4-GFP expression in yeast, primary screen, S. cerevisiae, multiplex flow cytometry, MLPCN library. 3 h; median GFP as percent of DMSO wells. GFP response vs DMSO, % at 10 µM. hit rate 0.34% among 320,000. AID 2023, 2009;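 active = GFP response vs DMSO above a set limit, about the screen mean plus 3 SD, cut at about 150% in these data; inconclusive = under 70 cell events counted for the yeast strain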
Starred values were filed as active, the others as inactive; ? = inconclusive; nt = not tested or not shown; [ ] = another dose, or the depositor's remark.

SMILES	AHR act	RPL19A TOR yeast	proCasp7 act	MEP2-GFP yeast	JMJD2C inh	CR mimetic SO	proCasp3 act	LAP4-GFP MLPCN
Cc1ccccc1OCc1nnc(SCC(=O)NCc2ccco2)n1C	2.3	94.9	-10.9	99.3	13.0	91.7	2.2	101.4
O=C(NC1CCCCC1)C(=S)NCc1ccccc1	6.9	93.9	-2.5	96.7	32.8	97.0	2.7	111.5
COCCNC(=O)c1cc2c(=O)n3cccc(C)c3nc2n(Cc2ccncc2)c1=N	1.0	?	-15.2	?	-0.4	102.0	-14.0	?
Cc1oc(C)c(S(=O)(=O)NCc2cccs2)c1C(=O)O	-1.4	100.9	1.6	98.6	-2.0	105.0	-1.6	116.5
CC1CCCCC12NC(=O)N(CC(=O)N1CCN(c3ncccn3)CC1)C2=O (centres undefined)	-0.6	97.9	-5.6	100.8	-1.4	77.6	10.6	104.7
Cc1cc(=O)oc(C)c1C(=O)NCc1ccccn1	2.1	107.3	-1.1	106.1	-2.7	91.9	-4.2	111.1
C=CCNC(=O)CCCOc1ccc(C)cc1	2.0	106.1	0.6	97.7	-8.5	100.1	-3.7	95.1
COc1ccccc1N(CC(=O)NCCSCc1cccc(C)c1)S(=O)(=O)c1ccccc1	0.3	100.7	-4.7	98.0	49.1	99.5	-6.3	97.0
O=C(NC(=O)c1c(F)cccc1F)O/N=C1\CCCc2occc21	1.4	93.8	1.8	94.6	8.4	102.7	-1.7	94.1
CCOC(=O)C1=C(CN2CCCCC2)NC(=O)NC1c1cc(C)ccc1C (centres undefined)	-1.7	104.0	0.6	92.7	6.0	93.5	-1.6	103.8
CC12CCC(C(=O)Nc3cccc(Cl)c3Cl)([C@H](Br)C1=O)C2(C)C (some centres undefined)	2.5	99.0	0.8	103.3	-6.4	105.1	1.3	111.2
O=C(/C=C/c1ccc(Br)cc1)NC(=O)c1ccccc1O	20.0	78.5[may fluoresce violet]	0.6	109.9[may fluoresce violet]	-10.2	96.1	-5.3	100.4[may fluoresce violet]
CN(C)CCCN(C(=O)c1ccc(S(=O)(=O)N2CCOCC2)cc1)c1nc2ccc(F)cc2s1	14.0	?	6.2	101.2[may fluoresce red]	-8.8	90.1	-2.0	74.7[may fluoresce red]
Cc1cc(NC2C3CC4CC(C3)CC2C4)n2nnnc2n1 (centres undefined)	-0.2	94.9	5.2	98.8	-5.0	95.0	-4.1	100.4
CCN1CCN(C(=O)CCc2nnc3ccc(N4CCC5(CC4)OCCO5)nn23)CC1	-1.0	97.8	1.2	99.2	17.9	97.0	-1.4	97.9
Cc1oc(-c2ccccc2)cc1C(=O)Nc1ccc2ccccc2c1	9.5	97.8	4.9	100.4	-2.5	110.3	4.1	100.9
CC1(c2nnc(-c3ccc(F)cc3)o2)CC(c2cccnc2)=NO1 (centres undefined)	2.0	102.7	2.2	93.0	-19.8	103.1	1.6	126.9
CCOc1ccc(CNCCc2ccc(S(N)(=O)=O)cc2)cc1	1.3	102.1	-1.6	101.9	10.7	91.8	6.3	106.4
Cc1nn(-c2ccccc2)c(N)c1N=Nc1cccnc1	-9.0	103.8	-1.5	109.8	-13.5	85.3	0.3	94.0
O=C(NCc1ccc(F)cc1)C(=O)c1cn(CC(=O)N2CCCC2)c2ccccc12	14.8	98.8[may fluoresce green]	8.8	96.4[may fluoresce green]	0.7	104.9	-3.5	93.8[may fluoresce green]
CCCN(CC(=O)Nc1ccccc1C)C(=O)Cc1coc2cc(C)ccc12	0.8	103.0	5.5	102.5	-2.2	112.5	-1.8	101.9
COc1cc(OC)c(NC(=O)c2ccc(Br)o2)cc1Cl	2.6	97.3	6.5	98.8	-7.4	94.1	0.2	108.7
O=C(CCC(=O)NNC(=O)COc1ccc(Br)cc1Br)NCc1ccccc1	3.2	91.8	-2.7	96.0	-4.3	104.7	-3.4	119.0
COc1cc(C(=O)Nc2nc(-c3ccc(C)cc3)cs2)ccc1OCC(=O)N1CCOCC1	4.6	103.4	-5.6	106.7	7.0	100.7	2.2	97.6
CCn1c(Cc2ccccc2)nnc1SCC(=O)Nc1cc(C)on1	0.5	95.5	5.8	96.4	-13.9	88.6	-2.8	102.8

Continuation.
SMILES	AHR act	RPL19A TOR yeast	proCasp7 act	MEP2-GFP yeast	JMJD2C inh	CR mimetic SO	proCasp3 act	LAP4-GFP MLPCN
C=CCOc1cccc(C(=O)N2CCCC(CNS(=O)(=O)c3cccs3)C2)c1 (centres undefined)	3.1	99.6	2.8	65.8	21.8	113.6	6.0	97.2
CCc1nc2oc3ccccc3c(=O)c2c(=O)n1Cc1ccc(OC)cc1	-1.6	98.9	16.1	104.7	1.6	96.5	-1.3	99.0
Fc1ccccc1Nc1ncnc2c1nnn2Cc1ccccc1	2.4	97.0	1.7	105.4	-0.3	93.8	4.3	111.3
O=C(NCC1CCCC(CNC(=O)N2CCc3ccccc32)C1)N1CCc2ccccc21 (centres undefined)	18.7	99.2	5.0	110.3	4.1	96.6	-7.6	92.7
COc1ccccc1-c1cn[nH]c1-c1ccc(OCc2ccccc2)cc1O	8.2	90.5	0.2	91.2	-20.2	115.9	7.0	98.3
CCOc1ccccc1CNC(=O)c1ccc(NC(=O)C2=C(C)OCCS2)cc1	-6.0	105.2	2.2	117.2	1.7	98.7	1.0	117.0
Cc1cccc(C(=O)NCC(=O)Nc2ccncc2)c1	3.2	108.6	4.5	111.2	0.2	93.3	0.2	106.6
CSc1nc(SCCN(C)C)c2c3c(sc2n1)COC(C)(C)C3	3.7	98.3	4.1	103.4	7.5	93.6	4.6	103.3
COc1ccc(OC)c2[nH]c(C(=O)N3CCC(C(=O)O)CC3)cc12	8.3	98.4	-1.4	102.7	5.3	93.7	1.2	86.7
COc1ccc(Nc2nc(-c3ccccc3)nc3ccccc23)cc1	7.2	94.1	-2.4	98.4	-9.9	122.5	-2.7	111.9
N#CCc1ccc(NS(=O)(=O)c2ccc(C3CCCCC3)cc2)cc1	2.7	98.8	2.9	95.2	-8.4	132.0	-3.9	96.1
Cc1cc(C)n(-c2ncnc3sc4c(c23)CCCC4)n1	8.2	93.5	0.2	95.1	-5.6	91.4	-0.5	102.1
COc1ccccc1C1C(C#N)=C(N)Oc2cc(C)n(CCCn3ccnc3)c(=O)c21 (centres undefined)	0.6	97.2	1.3	90.8	-36.0	100.7	-4.5	99.1
Cc1ccc(S(=O)(=O)N(C)C)cc1NC(=O)Nc1ccccc1	6.0	97.3	6.2	99.1	6.5	100.1	-5.4	106.0
CC(CN)(NS(=O)(=O)c1ccccc1)c1ccccc1 (centres undefined)	nt	101.3	nt	105.3	3.4	108.4	nt	94.3
COc1ccccc1CNC(=O)CCCC(=O)n1ncc2cc(C)ccc21	0.9	105.0	6.2	98.6	-7.2	93.3	7.2	100.7
CCN(CC)CCNC(=O)c1ccc(NC(=O)C2CCN(c3ncnc4sc(C)c(C)c34)CC2)cc1	-2.1	96.3	-9.5	98.4	-3.2	100.0	-5.5	97.2
COc1cc(C2c3c(-c4ccccc4)n[nH]c3C(=O)N2c2ccccc2)ccc1O (centres undefined)	3.8	97.3	-0.5	104.3	15.2	108.2	-0.7	97.7
Cc1ccc(/C=C2/C(=N)N3N=C(CC(=O)N4CCCC4)SC3=NC2=O)o1	2.5	102.2	-2.2	106.5	20.8	90.4	-5.8	102.7
Cc1ccc(S(=O)(=O)N2CCN(S(=O)(=O)c3c(C)n[nH]c3C)CC2)cc1C	-0.8	88.3	4.9	89.0	-1.7	109.0	7.7	86.7
Cc1ccc(C2=CN(Cc3ccccc3)CCC2=O)cc1	6.3	109.5	22.1	108.5	nt	104.1	8.8	113.1
CC(=O)N1CCN(C(=O)c2ccc(NS(=O)(=O)c3ccc4c(c3)OCCO4)cc2)CC1	0.3	96.7	8.9	98.9	-9.4	119.1	9.5	100.0
NC(=O)c1ccc(N2CCN(c3ccc(O)cc3)CC2)c([N+](=O)[O-])c1	3.2	102.4	-17.1	108.2	-27.4	89.2	-13.1	98.3
Cc1ccc(O)c(C(=O)c2cc(C#N)c(=O)n(Cc3ccccc3)c2)c1	4.7	95.7	-2.6	95.5	4.1	95.5	0.9	91.8
CCOC(=O)C(Cc1ccc(NC(=O)/C(=C\c2ccccc2)NC(=O)c2ccccc2)cc1)N1C(=O)c2ccccc2C1=O (centres undefined)	3.0	104.0	1.8	101.4	3.0	105.7	-1.4	98.2

The last two records of the section before open the next one:
SMILES	AHR act	RPL19A TOR yeast	proCasp7 act	MEP2-GFP yeast	JMJD2C inh	CR mimetic SO	proCasp3 act	LAP4-GFP MLPCN
Cc1ccc(O)c(C(=O)c2cc(C#N)c(=O)n(Cc3ccccc3)c2)c1	4.7	95.7	-2.6	95.5	4.1	95.5	0.9	91.8
CCOC(=O)C(Cc1ccc(NC(=O)/C(=C\c2ccccc2)NC(=O)c2ccccc2)cc1)N1C(=O)c2ccccc2C1=O (centres undefined)	3.0	104.0	1.8	101.4	3.0	105.7	-1.4	98.2
COCCCNC(=O)CCC(=O)NNc1nc2ccccc2c2nc(C)nn12	1.2	101.4	8.0	102.1	-3.0	86.9	8.0	96.3
Cc1cccc(-n2c(O)c(C=Nc3cc(O)ccc3C)c3ccccc3c2=O)n1	0.9	94.5	-2.0	95.4	-15.3	100.3	0.2	97.5
O=S1(=O)CCOCCN1Cc1ccc(Cl)cc1Cl	-0.8	101.6	-10.1	104.1	-4.6	110.2	1.6	98.5
CCOc1ccc(N(CC(=O)NC2CCCCCC2)S(=O)(=O)c2ccccc2)cc1	-2.1	104.1	-4.8	98.1	2.2	85.2	-3.6	99.3
Cc1cc(N2CCOCC2)n2ncc(-c3ccc(Cl)cc3)c2n1	34.4	91.9	2.7	89.9	nt	94.9	-5.3	114.1
Cc1cccc(-c2noc(CN(C(=O)c3c(-c4ccccc4Cl)noc3C)C(C)C)n2)c1	16.6	96.9	2.9	99.0	nt	108.0	-3.4	101.2
CN(C)S(=O)(=O)c1ccc2oc(SCC(=O)c3c(N)n(C4CC4)c(=O)[nH]c3=O)nc2c1	-0.4	104.5	-1.1	104.8	4.7	152.6	-5.9	104.9
Cc1cccc(-n2c(=O)[nH]c3c(C(N)=O)nc(CC(C)C)nc32)c1	29.9	90.8	-3.6	93.0	2.3	103.4	13.5	86.1
CNC(=O)NC(=O)CSc1cccc(C(F)(F)F)c1	4.6	97.8	5.4	105.0	5.4	89.9	5.5	94.4
CN(CCC#N)C(=O)COC(=O)c1ccc(CNS(=O)(=O)c2ccc(F)c(Cl)c2)cc1	1.7	99.4	-1.1	97.2	-18.9	104.9	-0.5	92.3
COC(=O)c1ccc(NC(=O)CSc2nnnn2C2CCCCC2)cc1	2.2	97.2	0.1	95.1	43.3	87.3	2.5	88.0
